Screening data (PubChem)
N-glyco inh – blocks N-linked glycosylation in D54 reporter cells; 360,000 compounds, 0.23% hits; AID 588692; reporter increase, % at 12.5 µM; D54 ERlucT glycosylation luciferase reporter, 24 h; percent of 100 nM tunicamycin response;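 active means mean luciferase reporter signal, scaled so untreated is 0 and the glycosylation-blocking control 100, at or above a set limit in every replicate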;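 further: luciferase carries N-glycosylation sites so blocking glycosylation raises the light; 0% = median of neutral control wells and 100% = median of 100 nM tunicamycin wells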
NOD2-RIPK2 inh – NOD2-RIPK2 protein interaction inhibition. O43353. CHO BLA complementation NOD2-RIPK2, CCF4 ratio. 360,000 compounds, 0.38% hits. AID 624267. inhibition, % at 4.98 µM; in the data active means inhibition above about 21%;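 further: 0% = vehicle only and 100% = reference blocker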
Target sequence (O43353 whole entry, looked up): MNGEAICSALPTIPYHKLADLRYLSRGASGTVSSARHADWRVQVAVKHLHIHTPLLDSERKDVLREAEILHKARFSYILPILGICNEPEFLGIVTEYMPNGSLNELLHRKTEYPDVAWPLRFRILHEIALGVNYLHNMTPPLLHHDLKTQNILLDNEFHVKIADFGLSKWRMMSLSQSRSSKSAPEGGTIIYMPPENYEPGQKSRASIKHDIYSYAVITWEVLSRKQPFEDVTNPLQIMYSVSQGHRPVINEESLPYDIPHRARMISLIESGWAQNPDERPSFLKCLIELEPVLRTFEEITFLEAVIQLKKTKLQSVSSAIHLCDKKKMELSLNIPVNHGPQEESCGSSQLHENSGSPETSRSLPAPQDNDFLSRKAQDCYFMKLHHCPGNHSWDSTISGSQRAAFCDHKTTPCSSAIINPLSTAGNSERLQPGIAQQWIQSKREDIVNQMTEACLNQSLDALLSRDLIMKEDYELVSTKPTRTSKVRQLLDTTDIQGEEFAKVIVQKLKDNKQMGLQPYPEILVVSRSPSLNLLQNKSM
TLR9-MyD88 block – blocks human TLR9 binding to MyD88; 340,000 compounds, 0.21% hits; Q9NR96+Q99836; inhibition, % at 4.98 µM; CHO BLA complementation TLR9-MyD88, CCF4 FRET ratio;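 active means inhibition above the mean over all tested compounds plus 3 SD, cut at about 21% in these data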;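 further: 0% = DMSO only wells and 100% = clavulanate BLA inhibitor control wells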
Cardio protect – modulators protecting cardiomyocytes from myocardial damage; H9c2 cardiomyocytes, H2O2 injury protection, ATPLite, 2 h; protection from H2O2 cell death, % at 20 µM; 360,000 compounds, 0.63% hits; AID 588492;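 active means compounds giving at least 50% protection of heart cells from peroxide-induced death in the single-dose screen, raw or plate-pattern-corrected value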;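 further: 0% = DMSO wells with peroxide and 100% = DMSO wells without peroxide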
ABCB6 inh 2 – inhibitors of human ABC transporter ABCB6; K562-ABCB6 porphyrin accumulation, flow cytometry, 1 h; stronger effect = lower value; 360,000 compounds, 0.19% hits; Q9NP58; fluorescence ratio to DMSO, % at 10 µM;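 active means fluorescence ratio to DMSO below 75%, the collection mean minus 3 SD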;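 further: signal is porphyrin accumulated inside mitochondria; 100% equals median channel fluorescence of DMSO control wells; lower ratio means ABCB6 inhibition with less porphyrin fluorescence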
HTR2A ag – agonists of mouse serotonin 5-HT2A receptor (HTR2A) | 360,000 compounds, 0.66% hits | P35363 | CHO-K1 mHTR2A beta-arrestin complementation, luminescence; percent of 30 µM serotonin response | AID 624169 | activation, % at 7.6 µM;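 active means activation above a run cutoff, the mean activation of all tested compounds plus 3 SD, cut at about 14% in these data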;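 further: 0% = plate median of compound wells and 100% = 30 µM serotonin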
Target sequence (P35363 whole entry, looked up): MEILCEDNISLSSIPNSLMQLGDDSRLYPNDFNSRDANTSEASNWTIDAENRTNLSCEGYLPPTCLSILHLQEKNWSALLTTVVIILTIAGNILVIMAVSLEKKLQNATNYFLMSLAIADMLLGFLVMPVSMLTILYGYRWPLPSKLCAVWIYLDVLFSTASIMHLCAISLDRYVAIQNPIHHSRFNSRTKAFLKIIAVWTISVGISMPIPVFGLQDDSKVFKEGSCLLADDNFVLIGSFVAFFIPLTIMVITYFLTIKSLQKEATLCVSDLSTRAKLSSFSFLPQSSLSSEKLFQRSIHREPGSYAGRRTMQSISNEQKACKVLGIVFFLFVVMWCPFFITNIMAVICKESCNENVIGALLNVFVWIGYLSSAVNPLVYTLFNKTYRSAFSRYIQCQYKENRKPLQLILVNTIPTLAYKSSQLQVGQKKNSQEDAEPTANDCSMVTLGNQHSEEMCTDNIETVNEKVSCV
MC4R antag cAMP – blocks human MC4R cAMP signaling | P32245 | MC4R-expressing cells, MTII-stimulated cAMP, LANCE TR-FRET | inhibition, % at 6.5 µM | 360,000 compounds, 0.48% hits | AID 540295;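 active means inhibition above its plate's cutoff, the mean of tested wells on that plate plus 3 SD, cut at about 29% in these data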;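 further: 0% = Melanotan II alone and 100% = Melanotan II plus saturating MCL0020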
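Material: human MC4R-expressing U2OS cells. Probe or stimulus: Melanotan II challenge. Dosing: 6.5 µM single dose. Times: 30-min compound, 1-h challenge, 1-h detection, room temperature. Technique: TR-FRET with Eu-cAMP and labeled anti-cAMP, 671 nm. Replication: singlicate.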
MC4R barr agon – activates human MC4R beta-arrestin recruitment; U2OS MC4R beta-arrestin complementation, luminescence; percent of melanotan II response, DMSO zero; activation, % at 8.9 µM; 360,000 compounds, 0.98% hits; AID 540308;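 active means activation above a per-plate cutoff, the mean activation of sample wells on that plate plus 3 SD, cut at about 8% in these data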
NCOA2 inhibitor – human SRC2 (NCOA2) inhibition; 370,000 compounds, 0.17% hits; HEK293 GAL4-SRC2 luciferase reporter, luminescence; AID 651957; inhibition, % at 9 µM;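 active means inhibition above the mean inhibition of all tested compounds plus 3 SD, set per campaign, cut at about 52% in these data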;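 further: 0% = DMSO treated cells and 100% = cells given Gossypol at 36 µM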
ABHD5-PLIN5 inh – inhibitors of human ABHD5-perilipin-5 interaction; inhibition, % at 4 µM; 360,000 compounds, 0.78% hits; Q00G26+Q8WTS1; Split G. princeps luciferase complementation, luminescence, 4 h;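 active means inhibition above the mean inhibition across every tested compound plus 3 SD, cut at about 22% in these data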;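 further: 0% = DMSO only wells and the 100% control is not disclosed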
Numbers without * were called inactive. This is a subset. The share of hits here may be higher or lower than overall.

A first look:
Results for Cc1ccc(CN2CCCN(Cc3cc(C)ccc3C)S2(=O)=O)cc1 ?
N-glyco inh: 1; NOD2-RIPK2 inh: -3; TLR9-MyD88 block: -3; Cardio protect: -15; ABCB6 inh 2: 101; HTR2A ag: 3; MC4R antag cAMP: 16; MC4R barr agon: 1.1; NCOA2 inhibitor: -4; ABHD5-PLIN5 inh: 4

What do the screens show for `COc1ccc2[nH]c(=O)c(CN(C(=O)c3cccnc3)c3ccc(C)cc3)cc2c1`?
N-glyco inh: 2; NOD2-RIPK2 inh: 0; TLR9-MyD88 block: 6; Cardio protect: 28; ABCB6 inh 2: 98; HTR2A ag: 1; MC4R antag cAMP: -10; MC4R barr agon: -3.3; NCOA2 inhibitor: -17; ABHD5-PLIN5 inh: -2

The list itself, from the first entry:
Results for Cc1ccc(CN2CCCN(Cc3cc(C)ccc3C)S2(=O)=O)cc1 ?
N-glyco inh: 1; NOD2-RIPK2 inh: -3; TLR9-MyD88 block: -3; Cardio protect: -15; ABCB6 inh 2: 101; HTR2A ag: 3; MC4R antag cAMP: 16; MC4R barr agon: 1.1; NCOA2 inhibitor: -4; ABHD5-PLIN5 inh: 4

What do the screens show for `COc1ccc2[nH]c(=O)c(CN(C(=O)c3cccnc3)c3ccc(C)cc3)cc2c1`?
N-glyco inh: 2; NOD2-RIPK2 inh: 0; TLR9-MyD88 block: 6; Cardio protect: 28; ABCB6 inh 2: 98; HTR2A ag: 1; MC4R antag cAMP: -10; MC4R barr agon: -3.3; NCOA2 inhibitor: -17; ABHD5-PLIN5 inh: -2

Results for Cc1ccc(NC(=O)CCC(=O)c2ccc(F)cc2)cc1Cl ?
N-glyco inh: 0; NOD2-RIPK2 inh: 0; TLR9-MyD88 block: 1; Cardio protect: -2; ABCB6 inh 2: 111; HTR2A ag: -5; MC4R antag cAMP: 2; MC4R barr agon: 1.9; NCOA2 inhibitor: -32; ABHD5-PLIN5 inh: -5

What do the screens show for `CCCCCCOC(=O)CCn1[nH]c(=O)c2ccccc2c1=O`?
N-glyco inh: 1; NOD2-RIPK2 inh: -2; TLR9-MyD88 block: -9; Cardio protect: 2; ABCB6 inh 2: 99; HTR2A ag: -1; MC4R antag cAMP: 13; MC4R barr agon: 1.4; NCOA2 inhibitor: 19; ABHD5-PLIN5 inh: 5

Results for O=C1OC(Nc2ccc3c(c2)OCO3)c2ccccc21 (centres undefined) ?
N-glyco inh: -9; NOD2-RIPK2 inh: -9; TLR9-MyD88 block: 3; Cardio protect: 18; ABCB6 inh 2: 94; HTR2A ag: 2; MC4R antag cAMP: 6; MC4R barr agon: -1.9; NCOA2 inhibitor: -1; ABHD5-PLIN5 inh: -1

How did Cc1cc(NS(=O)(=O)c2ccc(NC(=O)CCCOc3cccc(C)c3C)cc2)no1 do in these assays?
N-glyco inh: 1; NOD2-RIPK2 inh: 3; TLR9-MyD88 block: -2; Cardio protect: -3; ABCB6 inh 2: 101; HTR2A ag: -2; MC4R antag cAMP: 17; MC4R barr agon: -3.7; NCOA2 inhibitor: -8; ABHD5-PLIN5 inh: -1

Results for Cc1ccc(NC(=S)N(CCN(C)C)Cc2cc3cccc(C)c3[nH]c2=O)cc1 ?
N-glyco inh: -4; NOD2-RIPK2 inh: 4; TLR9-MyD88 block: -4; Cardio protect: 17; ABCB6 inh 2: 100; HTR2A ag: 1; MC4R antag cAMP: 0; MC4R barr agon: -2.3; NCOA2 inhibitor: -27; ABHD5-PLIN5 inh: 1

What do the screens show for `CCCCCC(=O)N1CCCC(c2nc(-c3ccc(OC)cc3)no2)C1` (centres undefined)?
N-glyco inh: 0; NOD2-RIPK2 inh: -2; TLR9-MyD88 block: 7; Cardio protect: -11; ABCB6 inh 2: 97; HTR2A ag: 1; MC4R antag cAMP: 0; MC4R barr agon: 0.2; NCOA2 inhibitor: -8; ABHD5-PLIN5 inh: -2

How did CC(OC(=O)C1CSC2(C)CCC(=O)N12)C(=O)Nc1cccc(C#N)c1 (centres undefined) do in these assays?
N-glyco inh: 3; NOD2-RIPK2 inh: -5; TLR9-MyD88 block: 0; Cardio protect: -4; ABCB6 inh 2: 92; HTR2A ag: -5; MC4R antag cAMP: 7; MC4R barr agon: -1.2; NCOA2 inhibitor: -42; ABHD5-PLIN5 inh: -9

Results for O=C(Nc1ccc(-n2nncc2-c2ccco2)cc1)c1ccc(F)cc1 ?
N-glyco inh: -4; NOD2-RIPK2 inh: 5; TLR9-MyD88 block: 8; Cardio protect: -8; ABCB6 inh 2: 95; HTR2A ag: -3; MC4R antag cAMP: 1; MC4R barr agon: 1.4; NCOA2 inhibitor: 3; ABHD5-PLIN5 inh: 9

How did Cc1c(NS(=O)(=O)c2ccc(Cl)c(C(=O)OCC(=O)NCc3ccco3)c2)c(=O)n(-c2ccccc2)n1C do in these assays?
N-glyco inh: 1; NOD2-RIPK2 inh: -7; TLR9-MyD88 block: -2; Cardio protect: 0; ABCB6 inh 2: 96; HTR2A ag: -1; MC4R antag cAMP: 23; MC4R barr agon: -0.1; NCOA2 inhibitor: -7; ABHD5-PLIN5 inh: -1

Results for CC(C)(C)c1ccc(-n2nc(C(N)=O)c(O)cc2=O)cc1 ?
N-glyco inh: 5; NOD2-RIPK2 inh: -2; TLR9-MyD88 block: 9; Cardio protect: -6; ABCB6 inh 2: 108; HTR2A ag: 7; MC4R antag cAMP: -8; MC4R barr agon: 1.8; NCOA2 inhibitor: -17; ABHD5-PLIN5 inh: 12

How did CC1(C)C=Cc2c(c3ccccc3[nH]c2=O)O1 do in these assays?
N-glyco inh: -2; NOD2-RIPK2 inh: -3; TLR9-MyD88 block: -16; Cardio protect: -9; ABCB6 inh 2: 102; HTR2A ag: 6; MC4R antag cAMP: -3; MC4R barr agon: -0.7; NCOA2 inhibitor: 25; ABHD5-PLIN5 inh: -2

How did COCc1cc(CN2CCCC2)c(O)c2ncccc12 do in these assays?
N-glyco inh: -9; NOD2-RIPK2 inh: -11; TLR9-MyD88 block: -6; Cardio protect: 11; ABCB6 inh 2: 101; HTR2A ag: -3; MC4R antag cAMP: -5; MC4R barr agon: -0.5; NCOA2 inhibitor: -24; ABHD5-PLIN5 inh: 5

What do the screens show for `COc1ccc(C(=O)N(Cc2ccc(N(C)C)cc2)C2CCS(=O)(=O)C2)cc1` (centres undefined)?
N-glyco inh: 2; NOD2-RIPK2 inh: -8; TLR9-MyD88 block: 0; Cardio protect: 7; ABCB6 inh 2: 103; HTR2A ag: 4; MC4R antag cAMP: 10; MC4R barr agon: 0.9; NCOA2 inhibitor: -24; ABHD5-PLIN5 inh: 7

How did O=C(N/N=C/c1ccco1)c1cc(-c2ccc(Cl)s2)[nH]n1 do in these assays?
N-glyco inh: 1; NOD2-RIPK2 inh: -2; TLR9-MyD88 block: -8; Cardio protect: -2; ABCB6 inh 2: 90; HTR2A ag: 1; MC4R antag cAMP: -2; MC4R barr agon: -3.3; NCOA2 inhibitor: -1; ABHD5-PLIN5 inh: 3

How did COCCCNC(=S)N1CCN(C)CC1 do in these assays?
N-glyco inh: 4; NOD2-RIPK2 inh: -10; TLR9-MyD88 block: -13; Cardio protect: 1; ABCB6 inh 2: 99; HTR2A ag: 2; MC4R antag cAMP: 10; MC4R barr agon: -2.7; NCOA2 inhibitor: -11; ABHD5-PLIN5 inh: 2

What do the screens show for `Cc1ccc(-c2nc3c(c(=O)[nH]c(=O)n3Cc3ccccc3)n2C)o1`?
N-glyco inh: 1; NOD2-RIPK2 inh: 3; TLR9-MyD88 block: 7; Cardio protect: 23; ABCB6 inh 2: 104; HTR2A ag: 1; MC4R antag cAMP: 6; MC4R barr agon: -0.5; NCOA2 inhibitor: -9; ABHD5-PLIN5 inh: 15

What do the screens show for `O=P(COCCO)(c1ccccc1)c1ccccc1`?
N-glyco inh: 1; NOD2-RIPK2 inh: -3; TLR9-MyD88 block: -6; Cardio protect: 2; ABCB6 inh 2: 97; HTR2A ag: 0; MC4R antag cAMP: 3; MC4R barr agon: -0.8; NCOA2 inhibitor: 4; ABHD5-PLIN5 inh: 0

How did O=Cc1ccc(OCC(=O)N2CCc3ccccc32)c(Br)c1 do in these assays?
N-glyco inh: -2; NOD2-RIPK2 inh: 1; TLR9-MyD88 block: -9; Cardio protect: -10; ABCB6 inh 2: 98; HTR2A ag: -5; MC4R antag cAMP: 15; MC4R barr agon: -3.5; NCOA2 inhibitor: -17; ABHD5-PLIN5 inh: 12

What do the screens show for `COCCCNC(=O)c1ccc(N(C)S(C)(=O)=O)cc1`?
N-glyco inh: 2; NOD2-RIPK2 inh: -2; TLR9-MyD88 block: 6; Cardio protect: -4; ABCB6 inh 2: 103; HTR2A ag: 3; MC4R antag cAMP: 0; MC4R barr agon: -1.0; NCOA2 inhibitor: 0; ABHD5-PLIN5 inh: -2

How did Clc1ccc2nc(-c3ccncc3)cc(-c3ccccc3)c2c1 do in these assays?
N-glyco inh: -7; NOD2-RIPK2 inh: -11; TLR9-MyD88 block: -7; Cardio protect: -5; ABCB6 inh 2: 98; HTR2A ag: 6; MC4R antag cAMP: -8; MC4R barr agon: -0.8; NCOA2 inhibitor: 12; ABHD5-PLIN5 inh: 4

What do the screens show for `CC1CN(C(=O)Nc2ccc(F)cc2F)CC(C)O1` (centres undefined)?
N-glyco inh: 0; NOD2-RIPK2 inh: -10; TLR9-MyD88 block: -10; Cardio protect: 6; ABCB6 inh 2: 98; HTR2A ag: 4; MC4R antag cAMP: -3; MC4R barr agon: -3.3; NCOA2 inhibitor: 8; ABHD5-PLIN5 inh: 2

How did O=C(NCc1ccco1)c1cc2c(s1)CCCCC2 do in these assays?
N-glyco inh: -3; NOD2-RIPK2 inh: -1; TLR9-MyD88 block: -5; Cardio protect: -7; ABCB6 inh 2: 103; HTR2A ag: -1; MC4R antag cAMP: 8; MC4R barr agon: 0.7; NCOA2 inhibitor: -39; ABHD5-PLIN5 inh: 7

Results for CC(C)(C)CN1CCNC(=O)C1CC(=O)NCCc1ccccc1F (centres undefined) ?
N-glyco inh: 2; NOD2-RIPK2 inh: 1; TLR9-MyD88 block: -8; Cardio protect: 0; ABCB6 inh 2: 92; HTR2A ag: -5; MC4R antag cAMP: 7; MC4R barr agon: -1.4; NCOA2 inhibitor: -32; ABHD5-PLIN5 inh: -9

What do the screens show for `CCN=C(NCC)SC1CC(=O)N(c2cccc(OC)c2)C1=O` (centres undefined)?
N-glyco inh: 1; NOD2-RIPK2 inh: -13; TLR9-MyD88 block: 1; Cardio protect: 0; ABCB6 inh 2: 102; HTR2A ag: -4; MC4R antag cAMP: -2; MC4R barr agon: 1.0; NCOA2 inhibitor: -26; ABHD5-PLIN5 inh: -7

Results for Brc1ccc(CSc2nnc(-c3ccccn3)n2Cc2ccco2)cc1 ?
N-glyco inh: 7; NOD2-RIPK2 inh: 9; TLR9-MyD88 block: -1; Cardio protect: -2; ABCB6 inh 2: 97; HTR2A ag: -7; MC4R antag cAMP: -24; MC4R barr agon: -3.0; NCOA2 inhibitor: -10; ABHD5-PLIN5 inh: 7
